XIAP antagonists: XIAP antagonists, biochemical, IAP family, fluorescence polarization (AID 1018); E3 ubiquitin-protein ligase XIAP (Homo sapiens); XIAP BIR domain, fluorescence polarization peptide displacement; higher % means a stronger effect; one-dose displacement, % at 20 µM; IC50 in µM for titrated hits; 0.007% of 200,000 active; in the data active = displacement above about 50%; note: a part of the inactive calls stands beside numbers as strong as those of hits
HIV fusion peptide: inhibitors of HIV fusion peptide binding, primary screen, biochemical, uHTS, fluorescence dequenching (AID 1986) | cell-free peptide binding, fluorescence dequenching, 30 min; higher % means a stronger effect | 0.3% of 290,000 active | inhibition, % at 20 µM, or IC50 in µM where a hit was titrated; in the data active = inhibition mostly above about 52%, no sharp cut-off; inactive = mostly below about 76%; note: some results filed as inactive read as strong as hits
Siah-1 displacement: Siah-1 peptide-binding antagonists, primary screen, biochemical, fluorescence polarization, rhodamine-plectin, uHTS (AID 1817) | Siah-1 / rhodamine-plectin peptide fluorescence polarization; higher % means a stronger effect | one-dose displacement, % at 20 µM; IC50 in µM for titrated hits | 0.02% of 290,000 active;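 active = displacement of at least 50% at 20 µM, with a fluorescence ratio check between 0.3 and a set limit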;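 note: plate controls were Siah plus tracer with DMSO for no effect and tracer alone without Siah for full effect; strong numbers were not always called active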
LYP phosphatase: inhibitors of LYP phosphatase, biochemical, fluorescence intensity, uHTS (AID 1779). Tyrosine-protein phosphatase non-receptor type 22 (Homo sapiens). recombinant LYP phosphatase, fluorescence intensity; higher % means a stronger effect. inhibition, % at 11.5 µM; hits with a dose series show IC50 in µM. 0.054% of 290,000 active; in the data active = inhibition above about 50%;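 note: plate controls were vehicle with enzyme for no effect and no enzyme for full effect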
RSV antiviral HEp-2: RSV antiviral activity via CPE protection, HEp-2 cells, primary 10 µM value included (AID 2391); HEp-2 cells, RSV-induced CPE inhibition; higher % means a stronger effect; CPE inhibition, % at 10 µM, or IC50 in µM where a hit was titrated; 0.13% of 310,000 active; in the data active = a potency from the dose series; inconclusive = CPE inhibition mostly from about 23% at the one dose, without a potency; inactive = the rest, 99 in 100 with CPE inhibition below about 21%; note: strong numbers were not always called active
SV40 large T antigen: SV40 large T antigen inhibitors, biochemical (AID 1903); SV40 large T antigen ATPase/helicase inhibition assay; higher % means a stronger effect; inhibition, % at 20 µM, or IC50 in µM where a hit was titrated; 0.39% of 310,000 active; in the data active = a potency from the dose series; inconclusive = inhibition mostly from about 32% at the one dose, without a potency; inactive = the rest, 99 in 100 with inhibition below about 32%; note: strong numbers were not always called active
Dengue-2 NS5 capping: Dengue-2 NS5 methyltransferase inhibitors, primary screen, biochemical, confirmation dose response (AID 588689). Genome polyprotein (Dengue virus type 2 (strain 16681-PDK53)). Dengue-2 NS5 methyltransferase capping enzyme assay, biochemical; higher % means a stronger effect. one-dose inhibition, % at 25 µM; IC50 in µM for titrated hits. 0.3% of 340,000 active; in the data active = a potency from the dose series; inconclusive = inhibition above about 29% without an active follow-up result
AID2073: inhibitors of Mint1-CaV2.2 protein interaction, biochemical, HTRF (AID 2073); inhibition, % at 20 µM, or IC50 in µM where a hit was titrated; Voltage-dependent N-type calcium channel subunit alpha-1B (Homo sapiens); 0.19% of 290,000 active; HTRF protein-protein interaction, Mint1-CaV2.2; higher % means a stronger effect; in the data active = inhibition mostly above about 51%, no sharp cut-off; inconclusive = no clear call, values can overlap the other calls; inactive = mostly below about 53%; note: some results filed as inactive read as strong as hits
Rac1 GTP hydrolysis: MgcRacGAP GTPase-activating activity inhibitors, confirmation, biochemical, ADP Hunter fluorescence | Rac GTPase-activating protein 1 (Homo sapiens) | MgcRacGAP-stimulated Rac1 GTP hydrolysis, ADP Hunter fluorescence; higher % means a stronger effect; GST-tagged Rac1 F28L mutant substrate | inhibition, % at 30 µM; hits with a dose series show IC50 in µM | 0.6% of 340,000 active;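 active = first-screen hits whose inhibition reached a set limit at any dose in the follow-up dose series; inconclusive = inhibition above the set first-screen limit but never retested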;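 note: fluorescence reports GDP produced by GAP-driven GTP hydrolysis; strong numbers were not always called active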
* = called active by the depositor; ? = inconclusive; . = no result given.

SMILES	XIAP antagonists	HIV fusion peptide	Siah-1 displacement	LYP phosphatase	RSV antiviral HEp-2	SV40 large T antigen	Dengue-2 NS5 capping	AID2073	Rac1 GTP hydrolysis
CC(C)CCn1cnc2c(sc3nc4c(cc32)CSC(C)(C)C4)c1=O	-5.4%	2.1%	4%	-3%	-0.4%	10%	-1%	-3%	7%
COc1ccc(NC(=O)CS(=O)(=O)c2ccccc2)cc1	.	0.1%	1%	-14%	2.5%	-1%	4%	7%	0%
Cc1ccccc1OCC(O)CN1C(=O)c2ccccc2C1=O (stereo not drawn)	.	-1.4%	-2%	-7%	0.5%	24%	-4%	7%	3%
Nc1nc(CSc2ccccn2)nc(Nc2ccccc2)n1	0.0%	1.0%	-1%	-5%	-0.3%	7%	-1%	-10%	7%
COc1ccc(C2CC(=O)c3cc(OC)c(OC)cc32)cc1OC (stereo not drawn)	.	-1.6%	-8%	-2%	0.2%	9%	.	14%	.
Cc1[nH]c2ccccc2c1C(=O)CSc1ncn[nH]1	1.3%	-1.1%	17%	-1%	3.5%	30%	1%	14%	7%
CCN(CC(=O)Nc1c(F)cccc1F)C(=O)CCNS(=O)(=O)c1ccc(C)c(C)c1	.	.	.	.	-2.0%	7%	-4%	.	3%
Cc1ccc(-c2nc3ncccc3o2)cc1NC(=O)CC(C)C	-9.0%	-1.9%	1%	-10%	1.3%	3%	-1%	1%	5%
CC(C)CNc1nc2c(c(=O)n(C)c(=O)n2C)n1Cc1cccc(Br)c1	-0.8%	-0.2%	0%	-3%	1.3%	2%	1%	1%	15%
Cn1c(=O)c2ccccc2n(CC(=O)Nc2ccc3c(c2)OCCO3)c1=O	.	1.1%	11%	-4%	5.5%	6%	-3%	-3%	1%
CCOC(=O)n1c(=O)n(Cc2ccccc2Cl)c2ccccc21	-2.2%	-2.2%	1%	2%	3.0%	8%	-3%	-10%	7%
CC(=O)c1cc(C)ccc1OC(=O)c1cccc2nc(C)oc12	1.6%	-2.3%	7%	0%	0.6%	1%	18%	-6%	1%

3 records picked at random from the list so far, as already listed:
SMILES	XIAP antagonists	HIV fusion peptide	Siah-1 displacement	LYP phosphatase	RSV antiviral HEp-2	SV40 large T antigen	Dengue-2 NS5 capping	AID2073	Rac1 GTP hydrolysis
Nc1nc(CSc2ccccn2)nc(Nc2ccccc2)n1	0.0%	1.0%	-1%	-5%	-0.3%	7%	-1%	-10%	7%
CCOC(=O)n1c(=O)n(Cc2ccccc2Cl)c2ccccc21	-2.2%	-2.2%	1%	2%	3.0%	8%	-3%	-10%	7%
CC(C)CCn1cnc2c(sc3nc4c(cc32)CSC(C)(C)C4)c1=O	-5.4%	2.1%	4%	-3%	-0.4%	10%	-1%	-3%	7%

Other compounds.
SMILES	XIAP antagonists	HIV fusion peptide	Siah-1 displacement	LYP phosphatase	RSV antiviral HEp-2	SV40 large T antigen	Dengue-2 NS5 capping	AID2073	Rac1 GTP hydrolysis
O=C(c1ccc(Cl)c(F)c1F)N1CCCC1	-4.5%	-1.0%	-6%	-3%	1.1%	11%	-1%	16%	4%
Cc1ccc(NC(=O)COC(=O)c2cc(Cl)ccc2[N+](=O)[O-])cc1	-4.5%	1.5%	4%	4%	1.0%	8%	-1%	-4%	9%
COc1ccc(NC(C)=O)cc1S(=O)(=O)N1CCN(C(=O)c2ccccc2F)CC1	.	1.6%	4%	-10%	1.9%	10%	-6%	0%	-4%
CCn1ncc(C2=NOC(C(=O)N3CCC(C(N)=O)CC3)C2)c1C (stereo not drawn)	-5.0%	3.4%	-1%	-11%	0.3%	0%	-4%	3%	3%
Cc1nnc(NC(=O)CSc2nnc(C)n2Cc2ccccc2)s1	-13%	1.1%	-8%	-6%	0.9%	-84%	-11%	2%	2%
CC(=O)Nc1ccc(S(=O)(=O)Nc2cccc(-c3csc(C)n3)c2)cc1	-7.0%	1.2%	4%	-7%	12%	3%	-9%	-2%	-5%
O=C(NC1CC1)c1nc2c(nnn2Cc2ccccc2Cl)c(=O)[nH]1	-2.0%	0.5%	29%	-8%	0.2%	10%	-3%	-1%	-2%
O=C(O)C1CC(=O)N(Cc2cccnc2)C1 (stereo not drawn)	-7.8%	-1.3%	2%	-9%	1.6%	0%	-1%	1%	-2%
O=C(Nc1cccc(Cl)c1)Nc1ccnc(-c2cccnc2)n1	-5.3%	-1.1%	-1%	2%	18%	11%	-7%	16%	13%
CCOC(=O)CC1C(=O)NCCN1C(=S)NC(=O)c1ccccc1OC (stereo not drawn)	.	0.8%	-3%	-10%	2.5%	14%	-6%	-14%	3%
CCOC(=O)c1sc(=S)n(-c2cc(OC)ccc2OC)c1N	-13%	-2.2%	9%	7%	0.3%	7%	-17%	1%	4%
C/C(=N\N1CCN(c2ccc(Cl)cc2)CC1)c1cccs1	-2.1%	-1.8%	-1%	1%	1.8%	7%	-8%	-1%	4%
COc1ccc(-c2nnc(SCC(=O)Oc3ccc(C)cc3)o2)cc1	1.0%	1.2%	1%	2%	0.0%	8%	-5%	4%	6%
O=C(NCCOc1ccc(F)cc1)C1CCC(=O)N(CCN2CCOCC2)C1 (stereo not drawn)	.	-0.3%	7%	-12%	0.4%	7%	-2%	-1%	0%
CSc1nc(N)nc(SCC(=O)CC(=O)OC(C)C)c1C#N	-3.4%	3.8%	-2%	-6%	0.1%	3%	-8%	-8%	8%
CCC1Oc2ccccc2N(CC(=O)NCc2cccs2)C1=O (stereo not drawn)	-5.5%	-0.9%	-6%	-10%	0.3%	14%	-5%	-15%	5%
O=C1CSCC(=O)N1c1ccccc1	-7.4%	-1.5%	-5%	-2%	.	20%	-10%	-4%	12%
COc1ccc(C(=O)Nc2ccc3c(c2)OCO3)cc1OC	0.8%	-1.1%	-2%	-7%	-0.3%	0%	-3%	1%	-2%
Cc1ccc(-c2nc3c(c(SCC(=O)N4CCOCC4)n2)COC(C)(C)C3)cc1	.	1.5%	0%	-8%	3.2%	18%	-6%	-2%	4%
CCOc1ccc(Cn2c3ccc(OC)cc3c3nc4ccccc4nc32)cc1	-1.9%	11%	11%	-6%	0.1%	4%	?	14%	5%
CCNC(=O)CN(C1CCCCC1)S(=O)(=O)c1ccc(F)cc1	-6.3%	1.5%	2%	-3%	0.5%	4%	-3%	3%	12%
C=CCSC1=C(C#N)C(c2ccc(OCC)cc2)CC(=O)N1 (stereo not drawn)	-2.1%	0.1%	0%	-3%	2.1%	4%	-1%	-1%	8%
COc1ccc(C(c2c(C)[nH][nH]c2=O)c2c(C)[nH][nH]c2=O)cc1Br	.	-2.1%	4%	-7%	1.0%	27%	-3%	12%	17%
COc1ccc(N/N=C(\C=N\O)C(=O)c2ccc(OC)cc2)cc1	-7.5%	1.1%	2%	-8%	0.8%	14%	9%	-7%	24%
CC(=O)c1c(COC(=O)c2ccccc2)nc2ccccc2[n+]1[O-]	-4.5%	-0.7%	-4%	-5%	1.8%	17%	4%	-2%	4%
O=S(=O)(NC1CCCC1)c1ccc(S(=O)(=O)N2CCN(c3ccccc3)CC2)cc1	-2.7%	6.3%	2%	-5%	1.0%	-3%	-1%	3%	4%
Cc1ccc(NC(=O)Cn2ncn3c(cc4ccccc43)c2=O)c(C)c1	.	1.5%	-2%	-10%	4.4%	7%	-1%	24%	5%
Cc1cc(C)n(Cc2ccc(Cl)c(Cl)c2)c(=O)c1S(=O)(=O)c1ccccc1	-4.8%	1.0%	1%	-7%	.	4%	-12%	0%	-3%
CCN(CC)S(=O)(=O)c1ccc(NC(=O)C2CCCO2)cc1 (stereo not drawn)	-1.3%	2.2%	3%	-6%	3.1%	12%	1%	2%	4%
CC(=O)c1ccc2c(c1)C1C=CCC1C(c1ccncc1)N2 (stereo not drawn)	-14%	-0.3%	-4%	-9%	-0.2%	8%	50%	25%	13%
CC(=O)c1ccc(OC(=O)c2nc(-c3ccccc3)oc2C)cc1	.	-0.9%	7%	-10%	0.9%	8%	-9%	10%	8%
O=C1NCC(=O)N(Cc2ccccc2)/C1=C/c1ccccc1	-2.6%	-1.9%	6%	-5%	0.9%	4%	-2%	-4%	3%
COc1ccc(NC(=O)CCCn2nc(C)c3c(C)n(-c4ccccc4)nc3c2=O)cc1	.	1.9%	13%	-5%	1.9%	27%	-4%	3%	12%
O=C(NN1C(=O)C2C(c3ccccc3)C=CC(c3ccccc3)C2C1=O)c1ccncc1 (stereo not drawn)	-5.8%	-0.5%	8%	1%	1.9%	22%	-2%	-2%	8%
COc1ccc2c(c1)[nH]c1c(=O)n(CCCN3CCOCC3)cnc12	-1.6%	0.5%	3%	-7%	0.4%	21%	-1%	-1%	13%
O=C(Cn1nnc(-c2ccccc2)n1)Nc1cccc(S(=O)(=O)N2CCOCC2)c1	.	.	.	.	14%	16%	-13%	.	3%

For convenience, two of the compounds above:
SMILES	XIAP antagonists	HIV fusion peptide	Siah-1 displacement	LYP phosphatase	RSV antiviral HEp-2	SV40 large T antigen	Dengue-2 NS5 capping	AID2073	Rac1 GTP hydrolysis
COc1ccc2c(c1)[nH]c1c(=O)n(CCCN3CCOCC3)cnc12	-1.6%	0.5%	3%	-7%	0.4%	21%	-1%	-1%	13%
O=C(Cn1nnc(-c2ccccc2)n1)Nc1cccc(S(=O)(=O)N2CCOCC2)c1	.	.	.	.	14%	16%	-13%	.	3%

An excerpt from above in order of heavy-atom count, rising.
SMILES	XIAP antagonists	HIV fusion peptide	Siah-1 displacement	LYP phosphatase	RSV antiviral HEp-2	SV40 large T antigen	Dengue-2 NS5 capping	AID2073	Rac1 GTP hydrolysis
O=C(c1ccc(Cl)c(F)c1F)N1CCCC1	-4.5%	-1.0%	-6%	-3%	1.1%	11%	-1%	16%	4%
CSc1nc(N)nc(SCC(=O)CC(=O)OC(C)C)c1C#N	-3.4%	3.8%	-2%	-6%	0.1%	3%	-8%	-8%	8%
CCOC(=O)n1c(=O)n(Cc2ccccc2Cl)c2ccccc21	-2.2%	-2.2%	1%	2%	3.0%	8%	-3%	-10%	7%
O=C(NC1CC1)c1nc2c(nnn2Cc2ccccc2Cl)c(=O)[nH]1	-2.0%	0.5%	29%	-8%	0.2%	10%	-3%	-1%	-2%
CC(=O)Nc1ccc(S(=O)(=O)Nc2cccc(-c3csc(C)n3)c2)cc1	-7.0%	1.2%	4%	-7%	12%	3%	-9%	-2%	-5%
COc1ccc(NC(=O)CCCn2nc(C)c3c(C)n(-c4ccccc4)nc3c2=O)cc1	.	1.9%	13%	-5%	1.9%	27%	-4%	3%	12%

Random draw from the library. About 1.7% of those tested had a hit in this group.
